Screens as filed in PubChem.
Rac1 wt GTP bind – wildtype Rac1 GTP binding modulators, primary screen, biochemical, GST-Rac1 beads, flow cytometry, multiplex | fluorescent GTP binding; actives lie on both sides; 0 = cold GTP competed, 100 = untreated | GTP binding activity (% of control), % at 10 µM | hit rate 0.27% among 190,000 | AID 757, 2007;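 active = GTP binding activity at least 20 points away from the 100% control level, either lower or higher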
HRas wt GTP – modulators of GTP binding to HRas wildtype, primary screen, biochemical, bead-based flow cytometry, multiplex. GTPase HRas (Homo sapiens), P01112. GST-Ras wt beads, Bodipy-FL-GTP binding; actives lie on both sides. GTP binding activity, % at 10 µM. hit rate 0.14% among 190,000;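 active = GTP binding activity at least 20% away from the 100% baseline, either lowered as inhibitor or raised as activator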;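 note: 0% = unlabeled GTP competition control and 100% = no-compound control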
Target sequence (P01112 whole entry, looked up): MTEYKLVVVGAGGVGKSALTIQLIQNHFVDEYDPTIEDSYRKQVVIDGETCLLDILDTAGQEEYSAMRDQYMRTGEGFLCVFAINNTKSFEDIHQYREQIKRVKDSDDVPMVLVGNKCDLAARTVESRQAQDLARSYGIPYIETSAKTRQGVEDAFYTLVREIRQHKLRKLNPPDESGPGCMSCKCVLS
Rab7 wt modul – modulators of GTP binding to Rab7, primary screen, biochemical, wildtype, multiplex bead flow cytometry | GST-Rab7 beads, fluorescent GTP binding; actives lie on both sides; untreated = 100%, excess cold GTP = 0% | Rab7 GTPase wild type (dog), Bodipy-FL-GTP binding | hit rate 0.055% among 190,000 | AID 758, 2007 | GTP binding activity (percent of control), % at 10 µM;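 active = fluorescent GTP binding to Rab7 beads changed by at least 20 points from the 100% baseline, either direction, mostly lower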;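 note: median green fluorescence of bound Bodipy-FL-GTP per Rab7 bead population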
Rab2A wt mod – modulators of GTP binding to Rab2A wildtype, primary screen, biochemical, dog, bead-based flow cytometry, multiplex; hit rate 0.19% among 190,000; GTP binding activity, % at 10 µM; GST-Rab2 wt beads, Bodipy-GTP binding; Ras-related protein Rab-2A (Canis lupus familiaris), P61105;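 active = GTP binding activity at least 20 points away from 100%, either lowered or raised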;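 note: 0% = beads with excess unlabeled GTP and 100% = no-compound control corrected for plate trend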
Rac1 mut GTP – GTP binding modulators of activated mutant Rac1, primary screen, biochemical, bead-based flow cytometry, multiplex, fluorescent GTP. Ras-related C3 botulinum toxin substrate 1 (Homo sapiens), P63000. GST-Rac1 activated beads; actives lie on both sides; 100% means binding = to untreated wells. percent activity (GTP binding), % at 10 µM. hit rate 0.11% among 190,000;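 active = GTP binding at least 20 percentage points away from the 100% baseline, in either direction, so actives lie on both sides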
RGS8-Gao reg – RGS8-Galphao binding modulators, primary screen, biochemical, multiplexed bead flow cytometry; Guanine nucleotide-binding protein G(o) subunit alpha (Homo sapiens), P09471; actives lie on both sides; response (percent of control binding), % at 10 µM; hit rate 0.34% among 220,000; in the data active = response below about 60% or above about 140%; inactive = in between;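 note: Galphao activated as the GDP aluminium fluoride complex binding bead-coupled RGS8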
Mcl1 Noxa PPI – Mcl-1/Noxa binding inhibitors, primary screen, biochemical, TR-FRET, 1536-well; Induced myeloid leukemia cell differentiation protein Mcl-1 (Homo sapiens), Q07820; TR-FRET Mcl-1/Noxa peptide binding, 2 h; inhibition, % at 21.7 µM; hit rate 1.5% among 220,000; AID 1022, 2008;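 active = compounds that cut the protein-peptide binding signal by more than 50% relative to plate controls in a single-dose test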;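 note: His-tagged Mcl-1 with rhodamine Noxa BH3 peptide and terbium anti-His antibody; 0% = Mcl-1 plus Noxa peptide wells and 100% = peptide-only wells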
Target sequence (Q07820 whole entry, looked up): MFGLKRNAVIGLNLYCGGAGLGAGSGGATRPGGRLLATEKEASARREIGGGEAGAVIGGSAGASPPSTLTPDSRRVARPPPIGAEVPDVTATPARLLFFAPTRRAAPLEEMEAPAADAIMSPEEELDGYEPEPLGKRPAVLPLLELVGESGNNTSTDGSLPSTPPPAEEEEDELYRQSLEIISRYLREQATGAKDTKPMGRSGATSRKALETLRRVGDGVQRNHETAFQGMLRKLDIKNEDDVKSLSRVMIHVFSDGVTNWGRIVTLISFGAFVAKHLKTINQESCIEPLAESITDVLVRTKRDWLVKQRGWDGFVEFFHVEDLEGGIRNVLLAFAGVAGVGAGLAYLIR
Mcl1 Bid PPI – Mcl-1/Bid binding inhibitors, primary screen, biochemical, TR-FRET, 1536-well | inhibition, % at 21.7 µM | TR-FRET Mcl-1/Bid-Dy647 peptide binding | hit rate 0.97% among 220,000 | Induced myeloid leukemia cell differentiation protein Mcl-1 (Homo sapiens), Q07820;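 active = compounds that cut the binding signal by more than half at the single screening dose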;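 note: His-tagged Mcl-1 with europium anti-His antibody binding Bid BH3 peptide; 0% = Mcl-1 plus peptide wells and 100% = peptide-only wells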
Cdc42 wt – modulators of GTP binding to wildtype Cdc42, primary screen, biochemical, multiplex bead flow cytometry, Bodipy-GTP; percent activity (GTP binding), % at 10 µM; hit rate 0.2% among 190,000; GST-Cdc42 beads; actives lie on both sides; Cell division control protein 42 homolog (Homo sapiens), P60953;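 active = percent activity GTP binding at least 20 points away from the 100% baseline, either down as inhibitor or up as activator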;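 note: median bead fluorescence of bound Bodipy-FL-GTP at 100 nM; 0% = excess unlabeled GTP control and 100% = no compound control; below 100% means less GTP binding so inhibitor and above means activator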
Target sequence (P60953 whole entry, looked up): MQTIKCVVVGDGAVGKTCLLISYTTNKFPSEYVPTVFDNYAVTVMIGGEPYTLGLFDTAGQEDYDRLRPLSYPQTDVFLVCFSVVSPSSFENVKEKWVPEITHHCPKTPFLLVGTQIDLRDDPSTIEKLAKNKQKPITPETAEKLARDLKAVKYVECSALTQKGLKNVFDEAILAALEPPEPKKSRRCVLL
Pf gamet viab – late stage P. falciparum gametocyte viability inhibitors, primary screen, ATP luminescence, HTS | P. falciparum stage V gametocytes, 24 h | inhibition, % at 10.9 µM | hit rate 0.065% among 150,000 | AID 743093, 2013;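 active = inhibition above the mean plus 3 SD of compounds within the control limits, set per campaign, cut at about 38% in these data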;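 note: 0% = DMSO wells and 100% = medium only without gametocytes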
Mcl-1 Bim block – inhibitors of Bim peptide binding to Mcl-1, primary screen, biochemical, bead-based flow cytometry, multiplex; Induced myeloid leukemia cell differentiation protein Mcl-1 (Homo sapiens), Q07820; Bim peptide-Mcl-1 binding; inhibition, % at 10 µM; hit rate 0.1% among 190,000; AID 1009, 2008; in the data active = inhibition above about 40%;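 note: 0% = no compound tracer wells and 100% = peptide blocker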
* hit, by the source's call; · = not tested or not shown.

SMILES | Rac1 wt GTP bind | HRas wt GTP | Rab7 wt modul | Rab2A wt mod | Rac1 mut GTP | RGS8-Gao reg | Mcl1 Noxa PPI | Mcl1 Bid PPI | Cdc42 wt | Pf gamet viab | Mcl-1 Bim block
Cc1cc(-c2ccccc2)[nH]c(=O)c1C#N | 98 | 94 | 108 | 95 | 94 | 102 | -8 | -21 | 99 | · | -2
O=C(CCn1nnc2ccccc21)Nc1nnc(Cc2ccc(F)cc2)s1 | 107 | 101 | 101 | 101 | 100 | 101 | 8 | 16 | 105 | -10 | 27
COCCCNC(=O)c1ccc2c(=O)n(C3CCCC3)c(=S)[nH]c2c1 | 104 | 107 | 95 | 107 | 102 | 97 | 6 | -56 | 108 | 1 | -1
CC1CC(C)CN(CCCNC(=O)CCNC(=O)Cn2ccc3ccccc3c2=O)C1 (stereo unspecified) | 100 | 100 | 99 | 99 | 98 | 93 | 5 | -28 | 99 | · | -3
O=C(CCC1COc2ccccc2O1)NCc1ccco1 (stereo unspecified) | 96 | 97 | 95 | 95 | 96 | 99 | 0 | -9 | 96 | -35 | -2
Cc1ccccc1N1C(=O)c2sc3nc4c(c(=O)n3c2C1=O)CCC4 | 93 | 95 | 96 | 93 | 93 | 93 | 50 | -1 | 94 | · | -3
COn1c(=O)c(=O)n(O)c2ccccc21 | 101 | 99 | 98 | 98 | 97 | 106 | 24 | 46 | 100 | · | -3
O=C(NCc1ccccc1Cl)C1CCN(S(=O)(=O)c2ccc(F)cc2)CC1 | 96 | 97 | 104 | 98 | 96 | 100 | 12 | -20 | 95 | 10 | -1
CCC1(C)Cc2nc3[nH]c(=S)n(-c4ccc(C)cc4)c(=O)c3cc2CO1 (stereo unspecified) | 103 | 99 | 101 | 100 | 98 | 99 | -8 | -34 | 100 | 15 | -3
CC(C)n1c(NCCO)nc2ccccc21 | 104 | 104 | 100 | 100 | 98 | 57* | -14 | -2 | 100 | 4 | 0
Cc1ccc(CNC(=O)CCCc2ccccc2)cc1 | 102 | 101 | 105 | 100 | 97 | 101 | 13 | -30 | 98 | 8 | 0
COc1ccc(S(=O)(=O)N2CCCC(C(=O)NCCC3=CCCCC3)C2)cc1 (stereo unspecified) | 103 | 102 | 104 | 102 | 99 | 102 | -4 | -27 | 100 | -22 | -1
CCCOC(=O)c1ccc(OCC(O)CN2C(=O)NC(C)(C)C2=O)cc1 (stereo unspecified) | 101 | 100 | 97 | 98 | 100 | 98 | 20 | 3 | 99 | -47 | 0
Cc1ccc(/C=C/C(=O)c2ccccc2)cc1 | 105 | 100 | 101 | 99 | 97 | 104 | 1 | -11 | 104 | · | 0
COc1ccc(S(=O)(=O)N2CC3C4C=CC(C4)C3C2)cc1 (stereo unspecified) | 96 | 97 | 96 | 96 | 96 | 101 | 19 | -18 | 97 | · | 0
Cc1c(NC(=O)C(C)OC(=O)c2sc3ccccc3c2Cl)c(=O)n(-c2ccccc2)n1C (stereo unspecified) | 100 | 100 | 101 | 100 | 95 | 82 | 8 | -4 | 99 | 0 | -2
Cc1ccc2sc(NC(=O)c3ccc(N4C(=O)CCC4=O)cc3)nc2c1C | 102 | 101 | 105 | 101 | 99 | 105 | 15 | -3 | 102 | · | -6
CC(C)CN(C(=O)COC(=O)c1ccc([N+](=O)[O-])o1)C1CCS(=O)(=O)C1 (stereo unspecified) | 101 | 99 | 99 | 98 | 100 | 113 | 12 | -18 | 99 | -12 | -5
O=C(Cn1nnc(-c2ccccc2F)n1)Nc1ccc(S(=O)(=O)NC2CCCC2)cc1 | 106 | 99 | 93 | 100 | 98 | 92 | -23 | -3 | 99 | · | -6
O=c1cc(O)n(-c2ccccc2)c(=S)[nH]1 | 104 | 101 | 95 | 99 | 95 | 101 | 7 | -9 | 97 | 3 | -3
CC(C)(C)NC(=S)NNC(=O)c1ccccc1Cl | 103 | 98 | 104 | 98 | 98 | 103 | -64 | -192 | 103 | · | -7
CC(C(=O)Nc1ccc(F)c(F)c1F)N1CCCCCC1 (stereo unspecified) | 103 | 100 | 97 | 98 | 101 | 107 | -7 | -65 | 102 | · | -6
O=C(N/N=C(\Cc1ncc[nH]1)c1ccccc1)c1ccncc1 | 99 | 96 | 99 | 97 | 97 | 102 | -21 | -90 | 97 | -10 | -2
COc1ccccc1NS(=O)(=O)c1cccc(C(=O)N/N=C(\C)c2ccc3c(c2)OCCO3)c1 | 100 | 99 | 94 | 97 | 97 | 102 | 14 | -11 | 97 | -6 | -4
CC12c3ccccc3C(c3ccccc31)C1C(=O)N(c3cccnc3)C(=O)C12 (stereo unspecified) | 102 | 100 | 97 | 99 | 100 | 103 | 10 | -11 | 98 | -12 | -6
CN(C)c1ccc(Sc2nnc(NC(=O)Nc3ccc(Cl)cc3Cl)s2)cc1 | 103 | 98 | 102 | 98 | 98 | 99 | 89* | 18 | 99 | -6 | -6
COc1ccc(-c2nc(CNS(=O)(=O)c3cc(OC)ccc3OC)cs2)cc1 | 104 | 99 | 95 | 100 | 100 | 98 | 4 | -3 | 101 | · | -3
O=C(CN1C(=O)C(=O)N(C2CCCC2)C1=O)Nc1ccc(N2CCOCC2)cc1 | 101 | 95 | 96 | 96 | 95 | 99 | 20 | -21 | 98 | -9 | -1
Cc1ccc(C)c(S(=O)(=O)Nc2nc3ccc(S(N)(=O)=O)cc3s2)c1 | 85 | 88 | 95 | 88 | 83 | 96 | 44 | -12 | 83 | 1 | -4
COc1ccc(CCC(=O)N2CCc3ccccc32)cc1 | 94 | 98 | 102 | 99 | 96 | 98 | 5 | -11 | 95 | · | 2
COc1ccc([N+](=O)[O-])cc1N(CC(=O)N1CCCC1)S(C)(=O)=O | 101 | 101 | 103 | 102 | 99 | 101 | 12 | 4 | 102 | -11 | 0
Cc1ccccc1CSCC(=O)NCc1ccco1 | 103 | 102 | 101 | 97 | 98 | 100 | 13 | -65 | 103 | -10 | -2
CC1(C)Cc2c(C#N)c(N3CCN(C(=O)c4ccccc4)CC3)nc(-c3ccco3)c2CS1 | 106 | 100 | 100 | 100 | 100 | 92 | 11 | 2 | 102 | -12 | -2
O=C(NCCc1ccccc1)c1cc2sccc2n1Cc1ccccc1 | 103 | 101 | 100 | 99 | 100 | 106 | 7 | -11 | 101 | · | 3
CC1=CCC(C(=O)O)(C(=O)N/N=C/c2cccs2)C(c2ccc(Cl)cc2)C1 (stereo unspecified) | 104 | 100 | 99 | 99 | 99 | 95 | 6 | -9 | 99 | · | 0
O=C(O)CSc1cccc2cccc(C(=O)O)c12 | 104 | 104 | 102 | 103 | 101 | 101 | 14 | 5 | 104 | · | -2
O=C(CNC(=O)c1ccccc1)N/N=C/c1ccccc1Cl | 102 | 102 | 109 | 100 | 99 | 102 | 9 | -5 | 95 | -26 | -24
FC(F)(F)c1cccc(NC(=S)Nc2cccc(Cl)c2)c1 | 104 | 107 | 99 | 105 | 101 | 102 | 24 | -36 | 106 | · | -1
O=C(Nc1ccc(S(=O)(=O)NC2=NCCCCC2)cc1)c1ccc(=O)[nH]c1 | 102 | 100 | 107 | 102 | 97 | 103 | 13 | -16 | 103 | · | -3
O=C(Nc1nc(-c2ccccn2)cs1)C12CC3CC(CC(O)(C3)C1)C2 | 97 | 96 | 103 | 98 | 95 | 98 | -5 | -50 | 92 | 10 | -2
Cc1nc(SCC(=O)Nc2cc(C)on2)c2c(C)c(C)sc2n1 | 95 | 96 | 93 | 96 | 95 | 103 | -249 | -293 | 97 | · | -3
CC(C)(C)NC(=O)CN(C(=O)c1ccc(Cl)nc1)c1cccc2ccccc12 | 99 | 96 | 97 | 97 | 98 | 102 | 6 | -18 | 96 | -1 | -1
O=C(Nc1ccc2c(c1)OCO2)C1CC(c2c(F)cccc2Cl)=NO1 (stereo unspecified) | 105 | 101 | 104 | 102 | 99 | 101 | -3 | -36 | 103 | 15 | -1
Cc1cc(C)cc(N(C(C)C(=O)N2CCCCC2)S(C)(=O)=O)c1 (stereo unspecified) | 99 | 99 | 102 | 98 | 99 | 95 | -26 | 1 | 98 | · | 7
Nn1c(SCc2nc3ccccc3[nH]2)nnc1C1CCCCC1 | 96 | 96 | 99 | 96 | 93 | 98 | 0 | -20 | 97 | · | -1
Cc1cc(C)nc(NS(=O)(=O)c2ccc(NC(=O)CCCN3C(=O)c4ccccc4C3=O)cc2)n1 | 99 | 99 | 90 | 98 | 96 | 104 | 19 | -1 | 100 | · | -4
CN1CCN(NC(=S)Nc2ccc(OC(F)F)cc2)CC1 | 94 | 94 | 90 | 94 | 95 | 102 | -3 | -35 | 95 | 3 | 0
CC1CCCCN1C(=S)Nc1ccc(OC(F)F)cc1 (stereo unspecified) | 104 | 100 | 98 | 103 | 101 | 111 | -3 | 19 | 101 | · | -2
CCOC(=O)c1cnc(-n2nc(C)cc2C)nc1Nc1ccc(C)cc1 | 97 | 99 | 99 | 98 | 95 | 86 | 33 | 0 | 100 | · | -1
Cc1ccnc(NS(=O)(=O)c2ccc(N3C(=O)c4ccccc4C3=O)cc2)n1 | 101 | 98 | 99 | 98 | 94 | 101 | 5 | 11 | 99 | -13 | -2
COc1ccc(OC)c(-c2csc(NC(=O)C3COc4ccccc4O3)n2)c1 (stereo unspecified) | 96 | 96 | 101 | 94 | 92 | 102 | 15 | -6 | 92 | -39 | 1
CN(Cc1nc2ccccc2n1C)S(=O)(=O)c1ccc(Cl)cc1 | 101 | 102 | 100 | 100 | 101 | 100 | 8 | -8 | 103 | 21 | 0
CCCCNC(=O)CC1N=C2c3ccccc3N=C(SCC(=O)Nc3ccccc3C)N2C1=O (stereo unspecified) | 101 | 99 | 96 | 97 | 97 | 100 | -8 | 13 | 98 | · | -1
O=[N+]([O-])c1cc(-c2nc(-c3ccncc3)no2)ccc1Cl | 97 | 97 | 102 | 98 | 93 | 101 | 4 | -27 | 100 | -2 | -6
CCCSc1nc2c(cnn2-c2ccccc2)c(=O)[nH]1 | 100 | 99 | 96 | 99 | 97 | 112 | -25 | 12 | 100 | · | 0
